# Screens from PubChem.
# SMN2 splice up – enhancers of SMN2 splice variant expression; HEK293 SMN2-luciferase splicing reporter, luminescence, 30-36 h; Potency, µM (top dose mostly 46.1 µM), for the others: at the top dose activity change, positive = activation, usual class: activators; hit rate 2.8% among 210,000; AID 1458; further: % of control where 0% means no effect; nearly all actives have a fitted effect of over 55% in size
#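 HEK293 cells carry an SMN2 minigene-luciferase reporter in which exon 7 inclusion puts luciferase in frame. Cells were seeded at 2000 cells/well, attached for 10-12 hours, then exposed to compounds for 30-36 hours at 37C before ONE-Glo luminescence.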
# Luc counter – counter-screen: inhibitors of Kinase-Glo firefly luciferase; Q27757; Kinase-Glo luciferase, ATP luminescence, 8 min; Potency, µM (titrated, usually from 38.3 µM), inactives show at the top dose activity change, negative = inhibition, most hits filed as inhibitors; hit rate 0.28% among 200,000; further: on the % scale 0 is the no-effect control and ±100 the full control effect; nearly all actives have a fitted effect of over 60% in size
#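 Inhibition of Kinase-Glo luciferase light generation was assessed at 10 uM ATP in pH 7.2 imidazole buffer, with luminescence measured after eight minutes at ambient temperature.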
# GoLoco inh red – RGS12 GoLoco-Gai1 interaction inhibition. hit rate 0.44% among 230,000. Gai1:RGS12 GoLoco peptide FP, rhodamine, 10 min. Potency, µM (highest dose often 61.6 µM), without a hit: at the highest dose activity, negative = inhibition, usual class: inhibitors. P63096; active means well fitted inhibition curve with a large enough effect, not every such curve was filed as active; inactive means no such curve, though single readings can be large or run the other way; further: on the % scale 0 is the no-effect control and ±100 the full control effect; nearly all actives have a fitted effect of over 30% in size; many of its hits are not listed in these tables
# Target sequence (P63096 whole entry, looked up): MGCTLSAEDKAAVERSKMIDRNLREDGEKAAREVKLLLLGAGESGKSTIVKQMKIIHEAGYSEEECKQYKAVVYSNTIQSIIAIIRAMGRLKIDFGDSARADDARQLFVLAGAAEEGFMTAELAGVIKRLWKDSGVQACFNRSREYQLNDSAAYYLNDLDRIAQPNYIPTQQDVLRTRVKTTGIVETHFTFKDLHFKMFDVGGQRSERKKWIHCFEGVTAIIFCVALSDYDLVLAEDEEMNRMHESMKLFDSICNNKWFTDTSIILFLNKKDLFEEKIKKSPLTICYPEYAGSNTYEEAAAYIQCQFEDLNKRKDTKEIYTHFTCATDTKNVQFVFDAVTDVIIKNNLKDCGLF
# RECQ1 inh – blocks DNA unwinding by human RECQ1. hit rate 0.54% among 240,000. P46063. AID 2549. Potency, µM (top dose mostly 57.3 µM), inactives show at the top dose activity, negative = inhibition, hits mostly inhibitors. RECQ1 DNA unwinding, red fluorescence kinetic read;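 further: plate controls were vehicle for no effect and no enzyme for full effect; nearly all actives have a fitted effect of over 30% in size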
#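 50 nM RECQ1T1 preincubated 15 min with compound in Tris pH 8.0 buffer with MgCl2, DTT, Tween-20 and 2.5 ug/ml poly(dI-dC); started with 200 nM TAMRA/BHQ-2 forked duplex and 2 mM ATP. Unwinding read as fluorescence (525/598 nm), two reads 2 h apart.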
# JMJD2E inh – blocks human JMJD2E demethylase activity; B2RXH2; JMJD2E catalytic domain, FDH-coupled NADH fluorescence (FDH is formaldehyde dehydrogenase); Potency, µM (doses to about 57.1 µM), inactives show at the highest dose activity change, negative = inhibition, actives largely listed as inhibitors; hit rate 1.6% among 230,000; AID 2147; active means well fitted inhibition curve with a large enough effect, not every such curve was filed as active; inconclusive means small, poorly fitted or top-dose-only effect, or another doubt; inactive means no such curve, though single readings can be large or run the other way;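 further: 0% = wells with enzyme and -100% = buffer wells without enzyme; nearly all actives have a fitted effect of over 50% in size; many of its hits are not listed in these tables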
# Target sequence (B2RXH2 1-337 limits assumed): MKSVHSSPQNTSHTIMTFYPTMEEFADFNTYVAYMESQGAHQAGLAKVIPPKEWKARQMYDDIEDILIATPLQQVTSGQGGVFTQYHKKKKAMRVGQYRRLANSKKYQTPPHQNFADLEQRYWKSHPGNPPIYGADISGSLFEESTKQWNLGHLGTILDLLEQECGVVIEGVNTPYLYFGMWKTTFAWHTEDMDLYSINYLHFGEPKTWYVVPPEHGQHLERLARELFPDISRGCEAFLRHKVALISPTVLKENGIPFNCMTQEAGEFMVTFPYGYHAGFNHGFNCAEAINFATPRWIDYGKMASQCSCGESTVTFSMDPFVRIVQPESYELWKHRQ
# NPSR antagonist – blocks cAMP signaling of the human neuropeptide S receptor; Q6W5P4; CHO-NPSR cells, cAMP TR-FRET, antagonist mode; Potency, µM (doses to about 38.3 µM), for the others: at the highest dose activity change, negative = inhibition, usual class: inhibitors; hit rate 1% among 220,000; further: on the % scale 0 is the no-effect control and ±100 the full control effect; nearly all actives have a fitted effect of over 50% in size; many of its hits are not listed in these tables
# Target sequence (Q6W5P4 whole entry, looked up): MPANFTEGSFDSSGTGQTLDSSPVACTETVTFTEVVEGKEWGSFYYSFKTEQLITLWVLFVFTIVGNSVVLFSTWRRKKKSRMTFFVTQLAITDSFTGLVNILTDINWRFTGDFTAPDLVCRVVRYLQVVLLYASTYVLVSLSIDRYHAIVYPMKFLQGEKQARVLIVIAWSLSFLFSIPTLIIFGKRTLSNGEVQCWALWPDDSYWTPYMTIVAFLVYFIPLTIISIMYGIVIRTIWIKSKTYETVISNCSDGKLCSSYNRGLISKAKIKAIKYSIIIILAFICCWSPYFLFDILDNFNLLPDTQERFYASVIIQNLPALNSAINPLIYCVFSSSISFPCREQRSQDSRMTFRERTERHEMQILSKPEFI
# Epigenetic reg – epigenetic control regulation, reporter derepression; murine LDR cells, GFP reporter derepression, 30 h; Potency, µM (series often up to 53.9 µM), for the others: at the top dose GFP activation, usual class: activators; hit rate 0.2% among 280,000; further: % of control where 0% means no effect; nearly all actives have a fitted effect of over 60% in size
#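 Reporter derepression read as number of fluorescent GFP-positive objects, 20-120 um in size, counted by laser-scanning cytometer. Mouse LDR line with an epigenetically silenced CMV-GFP locus; compound incubation 30 h, 37 C.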
# IMPase Li cell – IMPase inhibition in cells with lithium potentiation. Potency, µM (highest dose often 59.4 µM), for the others: top-dose activity, negative = IMPase inhibition, hits mostly inhibitors. CHO-M1 cells, IP1 TR-FRET (IP-One), carbachol + lithium. hit rate 0.35% among 210,000;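 further: IP1 builds up when IMPase is blocked and the TR-FRET signal falls; plate controls were basal vehicle for no effect and high inhibitor control for full effect; nearly all actives have a fitted effect of over 50% in size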
#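 IP1 accumulation measured by competitive TR-FRET in lysed CHO-M1 cells after 30 min compound exposure at 37C, with a small lithium addition to potentiate weak responses. Hill-equation AC50 from ratio and donor-channel data.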
# * hit, by the source's call; i = inactive; ? = inconclusive; · = not tested or not shown; & = joins results of further samples; [ ] = dose if it differs, or a comment. Unless noted, the call rests on the fitted dose curve; in most records, active means well fitted curve in the direction sought with a large enough effect; inconclusive means small, poorly fitted or top-dose-only effect, or another doubt; inactive means no such curve, though single readings can be large; an effect the other way counts as inactive or inconclusive. Potency means the concentration at half of the fitted maximal effect.
no.	SMILES	SMN2 splice up	Luc counter	GoLoco inh red	RECQ1 inh	JMJD2E inh	NPSR antagonist	Epigenetic reg	IMPase Li cell
1	CCCCCn1c(CN2CCN(c3cccc(Cl)c3)CC2)nc2c1c(=O)n(C)c(=O)n2C	-43%[inhibitor]	0%	8%	-2%	-8%	?	-3.2%	8%[38.3 µM]
2	Cc1ccc(N2CC(C(=O)Nc3ccc(S(=O)(=O)N4CCOCC4)cc3)CC2=O)cc1 (stereo not given)	8%	6%	13%	-16%	-1%	-13%[46.1 µM]	-1.1%	3%[38.3 µM]
3	Cc1cc(C(=O)COC(=O)c2ccc[nH]c2=O)c(C)n1-c1ccccc1	2.5µM*	-5%	6%	-2%	9%	-10%	-3.0%	-2%
4	COc1ccc(/C=C/C(=O)c2ccc3c(c2)OCCO3)cc1[N+](=O)[O-]	1%	-9%	-4%	-7%	1%	?	13%	-2%[38.3 µM]
5	CCOC(=O)c1c(C)nn(-c2ncccc2NC(=O)CCC(=O)O)c1C	·	·	-14%	-5%	?	-8%	1.1%	·
6	Cc1ccc(NC(=O)OCCN2CCN(S(=O)(=O)c3ccc(C)cc3)CCC2=O)cc1	-26%	3%[39.9 µM]	4%&-12%	0%&-5%	10%	4%	0.0%&3.9%	-5%&-2%
7	C[C@H](CCC(=O)NCCS(=O)(=O)O)C1CC[C@H]2C3CC[C@@H]4C[C@H](O)CC[C@]4(C)C3C[C@H](O)[C@]12C (stereo not given in full)	4%	·	-2%	i	·	·	0.0%	4%
8	CC(C)c1nc2c(c(=O)c3ccccc3n2C)c(=O)n1-c1ccc(F)cc1	0%	-7%	-4%	-14%	-8%	8%	0.0%	8%
9	C=CCn1c(=O)c2ccccc2n2c(SCc3nc4ccccc4s3)nnc12	-26%	12%	16%	-9%	-7%	-8%[46.1 µM]	0.3%	-7%[38.3 µM]
10	CCOc1ccc(-c2nc3ccccc3c(=O)o2)cc1	16µM*	-23%	6%	-9%	3%	19%	-1.3%&-1.6%	-4%

# Eight compounds out of the list, arranged by number of heavy atoms, descending:
no.	SMILES	SMN2 splice up	Luc counter	GoLoco inh red	RECQ1 inh	JMJD2E inh	NPSR antagonist	Epigenetic reg	IMPase Li cell
7	C[C@H](CCC(=O)NCCS(=O)(=O)O)C1CC[C@H]2C3CC[C@@H]4C[C@H](O)CC[C@]4(C)C3C[C@H](O)[C@]12C (stereo not given in full)	4%	·	-2%	i	·	·	0.0%	4%
1	CCCCCn1c(CN2CCN(c3cccc(Cl)c3)CC2)nc2c1c(=O)n(C)c(=O)n2C	-43%[inhibitor]	0%	8%	-2%	-8%	?	-3.2%	8%[38.3 µM]
2	Cc1ccc(N2CC(C(=O)Nc3ccc(S(=O)(=O)N4CCOCC4)cc3)CC2=O)cc1 (stereo not given)	8%	6%	13%	-16%	-1%	-13%[46.1 µM]	-1.1%	3%[38.3 µM]
9	C=CCn1c(=O)c2ccccc2n2c(SCc3nc4ccccc4s3)nnc12	-26%	12%	16%	-9%	-7%	-8%[46.1 µM]	0.3%	-7%[38.3 µM]
8	CC(C)c1nc2c(c(=O)c3ccccc3n2C)c(=O)n1-c1ccc(F)cc1	0%	-7%	-4%	-14%	-8%	8%	0.0%	8%
5	CCOC(=O)c1c(C)nn(-c2ncccc2NC(=O)CCC(=O)O)c1C	·	·	-14%	-5%	?	-8%	1.1%	·
4	COc1ccc(/C=C/C(=O)c2ccc3c(c2)OCCO3)cc1[N+](=O)[O-]	1%	-9%	-4%	-7%	1%	?	13%	-2%[38.3 µM]
10	CCOc1ccc(-c2nc3ccccc3c(=O)o2)cc1	16µM*	-23%	6%	-9%	3%	19%	-1.3%&-1.6%	-4%

# Additional compounds
no.	SMILES	SMN2 splice up	Luc counter	GoLoco inh red	RECQ1 inh	JMJD2E inh	NPSR antagonist	Epigenetic reg	IMPase Li cell
11	C=C1C2C[C@H](O)C(C)(C)[C@@]2(O)[C@H](O)C[C@]23C[C@@](C)(O)[C@H](CC[C@H]12)[C@H]3O (stereo not given in full)	6%	0%	4%	-5%	4%	9%	2.9%	7%
12	C#CCOCCOCCOCCNc1nc(N2CCN(C(=O)[C@H](C(C)C)n3cc(CCO)nn3)CC2)nc(N2CCN(C(=O)[C@H](C(C)C)n3cc(CCO)nn3)CC2)n1	1%	-3%	23%	8%	-1%	15%	-1.7%	-6%
13	O=C(CSc1nnc(-c2cccnc2)n1CCc1ccccc1)N1CCCCC1	0%	0%	-5%	i	-1%	-1%[46.1 µM]	0.0%	-19%[38.3 µM]
14	O=C(COc1ccc(Br)cc1)Nc1ccc(-c2nnc(-c3ccco3)o2)cc1	8.9µM*	-1%	15%	-14%	-2%	-13%[46.1 µM]	0.8%	-2%[38.3 µM]
15	CC(=O)Nc1cccc(NC(=O)CCCC(=O)O)c1	-13%	-1%	4%	4%	0%	4%[46.1 µM]	-4.3%	1%[38.3 µM]
16	CCOC(=O)CNC(=O)c1sc2ncnc(N3CCc4ccccc4C3)c2c1C	13%	-2%	9%	20%	?	-8%[46.1 µM]	3.1%	20%[38.3 µM]
17	CC12CCC(C/C1=N/O)C2(C)CBr (stereo not given)	·	·	0%	-2%	3%	7%	0.1%	·
18	Cc1ccc(C(=O)NC2CCCCNC2=O)cc1 (stereo not given)	·	·	2%	-1%	-9%	2%	1.1%	·
19	CCCCNC(=O)CCNS(=O)(=O)c1ccc(Br)cc1	-20%	8%	2%	-1%	-7%	-14%[46.1 µM]	0.0%	-2%
20	COC(=O)C(Oc1ccc2c(-c3ccc(OC)cc3)cc(=O)oc2c1)c1ccccc1 (stereo not given)	8%	0%	5%	-17%	?	-26%	0.0%	7%

# The listing continues.
no.	SMILES	SMN2 splice up	Luc counter	GoLoco inh red	RECQ1 inh	JMJD2E inh	NPSR antagonist	Epigenetic reg	IMPase Li cell
21	O=C(NCCc1ccccc1)C1CCCN(S(=O)(=O)c2cnc[nH]2)C1 (stereo not given)	2%	-3%	-14%	i	-5%	1%[46.1 µM]	-2.5%	-3%[38.3 µM]
22	Cc1ccc(NC(=O)N(Cc2nc3ccccc3c(=O)[nH]2)Cc2cccs2)cc1	-9%	1%	-4%	-13%	9%	-2%	0.0%	0%
23	CC(C)OP(=O)(OC(C)C)C(NC(=O)c1ccc(Br)cc1)c1ccccc1 (stereo not given)	12%	-4%	14%	-14%	-3%	?	0.0%	5%[38.3 µM]
24	CCn1cc(SCC(N)=O)c2ccccc21	2%	3%	4%	-13%	-3%	2%[46.1 µM]	0.0%	18%[38.3 µM]
25	O=C(CSc1nncn1-c1ccccc1)NCc1cccs1	-16%	-4%	1%	i	5%	-4%[46.1 µM]	1.6%	24%[38.3 µM]
26	CCOc1cc(CNC(C)(C)C)ccc1OCC(=O)Nc1cccc(C(F)(F)F)c1	-31%[inhibitor]	1%	13%	-3%	10%	4%	-0.1%	8%
27	CC(C)(C)NC(=O)C(Cc1ccccc1)NS(=O)(=O)c1cccc2nsnc12 (stereo not given)	-9%	8%	5%	-2%	-3%	3%[46.1 µM]	0.0%	-2%
28	CCOC(=O)CSc1nc2ccc(S(=O)(=O)N3CCOCC3)cc2[nH]1	-8%	-3%	0%	0%	-2%	-4%[46.1 µM]	-0.7%	-3%[38.3 µM]
29	COc1ccccc1/C=C/C(=O)N1CCOCC1	-16%	-3%	-9%	-7%	?	-1%[46.1 µM]	-5.9%	20%[38.3 µM]
30	CCN(CC)c1ccc2cc(-c3nc(-c4ccc(OC)cc4)cs3)c(=O)oc2c1	-18%	-2%	51%[activator]	i	-8%	13%	?	-11%

# Copied from the list:
# Result for `COc1ccccc1/C=C/C(=O)N1CCOCC1` in Epigenetic reg: -5.9%
# Result for `Cc1ccc(NC(=O)N(Cc2nc3ccccc3c(=O)[nH]2)Cc2cccs2)cc1` in Luc counter: 1%

# (more compounds)
no.	SMILES	SMN2 splice up	Luc counter	GoLoco inh red	RECQ1 inh	JMJD2E inh	NPSR antagonist	Epigenetic reg	IMPase Li cell
31	N#Cc1c2c(c(N3CCN(CCO)CC3)n3c1nc1ccccc13)CCCC2	22%	1%	4%	-2%	?	-16%[46.1 µM]	0.0%	47%[activator][38.3 µM]
32	O=C(O)CSc1nnc(-c2ccccc2)o1	-15%	-8%	-1%	-6%	3%	?	1.6%	-10%[38.3 µM]
33	COc1ccc(NC(=O)C2CCCNC2)cc1OCC(C)C (stereo not given)	25%	-1%	0%	i	13%	9%[46.1 µM]	0.0%	10%[38.3 µM]
34	CN1CC2CCCC3(C1)C(=O)NC1(CCCCC1)N=C23 (stereo not given)	-1%	-1%	8%	12%	133%[activator]	0%[7.67 µM]	0.4%	-9%[38.3 µM]
35	CN1[C@@H](c2ccccc2)CC(=NO)C[C@H]1c1ccccc1	-6%[9.22 µM]	-4%[7.66 µM]	1%[14.2 µM]	·	·	·	·	1%
36	CC1=C(NCCc2ccccc2)CCC1=O	-7%	-1%	5%	i	8%	-7%[46.1 µM]	-1.6%	-8%[38.3 µM]
37	C/C(=N\Nc1ccc(Cl)c(Cl)c1)c1ccc(-n2ccnc2)cc1	12%	5%	13%	0%	-15%	-44%	1.1%	11%
38	COc1ccc(-c2nnc(SCC(=O)N3CCCc4ccccc43)o2)cc1OC	-13%	0%	9%	0%	-1%	6%[46.1 µM]	-1.1%	-6%
39	Cc1nccn1CC(=O)N/N=C/c1ccccc1O	·	·	-5%	i	?	-22%	4.1%	·
40	Cc1ccc(-n2c(SCC(=O)Nc3cccc(S(N)(=O)=O)c3)nc3ccccc32)cc1	-47%[inhibitor]	3%	14%	-5%	-12%	-18%	1.5%	-3%

# Remaining list, next part.
no.	SMILES	SMN2 splice up	Luc counter	GoLoco inh red	RECQ1 inh	JMJD2E inh	NPSR antagonist	Epigenetic reg	IMPase Li cell
41	CN(c1ccccc1)C(c1ccc(F)cc1)c1nnnn1CC1CCCO1 (stereo not given)	-13%	2%	-10%	0%	8%	-10%[46.1 µM]	0.0%	15%
42	CC1=C(C/C=C(\C)CCCC(C)CCCC(C)CCCC(C)C)C(=O)c2ccccc2C1=O (stereo not given)	·	2%[39.9 µM]	-11%	1%	·	·	-1.0%	-3%
43	CCn1c(=O)c(C(=O)CN2CC(C)OC(C)C2)c(N)n(Cc2ccccc2)c1=O (stereo not given)	-5%	-7%	8%	-1%	8%	-2%[46.1 µM]	-1.1%	-8%[38.3 µM]
44	Cc1ccc(-n2c(SCC(=O)Nc3ccc4c(c3)OCO4)nnc2-c2ccccn2)cc1	13%	-3%	5%	7%	5%	-15%[46.1 µM]	4.2%	8%[38.3 µM]

# Not all compounds are listed; rates above refer to the full screens.
